High-throughput results: PubChem BioAssay, several laboratories
WT yeast gro inh: growth inhibition of WT yeast, mitochondrial fusion screen; mitochondrial fusion phenotypic screen, WT strain; inhibition, % at 10 µM; 2.1% of 190,000 active; AID 1362; in the data active = inhibition above about 58%; tested in S. cerevisiae
MgcRacGAP inhibition: MgcRacGAP GTPase-activating activity inhibitors, confirmation, biochemical, ADP Hunter fluorescence; MgcRacGAP-stimulated Rac1 GTP hydrolysis, ADP Hunter fluorescence; higher % means a stronger effect; GST-tagged Rac1 F28L mutant substrate; inhibition, % at 30 µM; hits with a dose series show IC50 in µM; 0.6% of 340,000 active; AID 624330;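 active = first-screen hits whose inhibition reached a set limit at any dose in the follow-up dose series; inconclusive = inhibition above the set first-screen limit but never retested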;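 note: fluorescence reports GDP produced by GAP-driven GTP hydrolysis; strong numbers were not always called active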
Myeloid diff 2: promotes myeloid progenitor differentiation; 1% of 360,000 active; AID 624256; ER-HoxA9 myeloid progenitors, lysozyme-GFP differentiation, flow cytometry; calls only at 10 µM;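 active = normalized GFP-positive differentiation at or above the plate's own cutoff, the solvent-only control mean plus 3 SD; inconclusive = no clear call, values can overlap the other calls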;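 note: cells exposed to compound for four days before flow analysis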
West Nile virus CPE: West Nile virus antiviral activity, cell-based, CPE readout (AID 1621) | West Nile virus-infected cells, CPE inhibition; higher % means a stronger effect | 0.02% of 290,000 active | one-dose CPE inhibition, % at 10 µM; IC50 in µM for titrated hits; in the data active = a potency from the dose series; inconclusive = CPE inhibition mostly from about 3.7% at the one dose, without a potency; inactive = the rest, 99 in 100 with CPE inhibition below about 2.2%; note: strong numbers were not always called active
WT yeast gro inh mutant strain: second read-out of WT yeast gro inh, no call of its own (marks repeat the call); inhibition, %; mitochondrial fusion phenotypic screen, mutant strain inhibition
Myeloid diff 2 GFP+ MAC1+ %: second read-out of Myeloid diff 2, no call of its own (marks repeat the call); GFP+ MAC1+ double positive, %; measured here: differentiation confirmed by MAC1 staining
Numbers without * were called inactive; i = inactive; ? = inconclusive; . = no result given; + = active, no number. Not all compounds are listed, so the mix of outcomes need not match the whole.

SMILES	WT yeast gro inh	MgcRacGAP inhibition	Myeloid diff 2	Myeloid diff 2 GFP+ MAC1+ %	West Nile virus CPE	others
Cc1cccc(C(=O)Nc2ccc(NC(=O)c3cccc(C)c3)cc2)c1	.	-4%	i	0.8	.
CC(=NO)c1ccc2c(c1)C(=NO)c1ccccc1-2	.	17%	i	0.7	.
CC(C)n1c(CNC(=O)c2ccccc2F)nnc1SCC(=O)NC1CCCCC1	.	2%	i	0.4	.
COc1ccc(NC(=O)c2cc(=O)[nH]c3ccccc23)cc1S(=O)(=O)N1CCOCC1	.	15%	i	0.8	.
O=[N+]([O-])c1ccc2c(c1)CCN2	.	10%	i	0.8	.
CN(C)N1C(=O)C2C3C=CC(O3)C2C1=O (stereo unspecified)	.	1%	i	1.0	.
O=S(=O)(Nc1ccc2ccccc2c1)N1CCCCC1	.	2%	i	2.0	.
C[C@@H]1CN([C@@H](C)CO)C(=O)CCCn2nncc2CO[C@@H]1CN(C)C(=O)Nc1ccc(N2CCCCC2)cc1	.	5%	i	0.2	.
Cc1cc(C(C)(C)C)cc(C)c1CCNC(=O)c1c(C)noc1C	.	7%	i	0.4	.
CC1(CCOCc2ccccc2)NC(=O)NC1=O (stereo unspecified)	.	-1%	i	0.2	.
Nc1ccn([C@@H]2O[C@H](CNCC3=CCOc4ccc(O)cc43)[C@@H](O)[C@H]2O)c(=O)n1	.	92µM*	i	0.5	.
COc1c2c(c3c(c1OC)c(=O)c1ccccc1n3C)OCO2	.	8%	?	.	.
C[C@H]1CN([C@@H](C)CO)C(=O)CCCn2cc(nn2)CO[C@@H]1CN(C)S(=O)(=O)c1cccs1	.	18%	i	1.3	.
CCC(=O)c1ccc(OCC(=O)OC(C)C(=O)Nc2c(C)n(C)n(-c3ccccc3)c2=O)cc1 (stereo unspecified)	.	9%	i	1.1	.
CCCC1NC(=O)c2cccnc2-n2c1nc1ccc(C)cc1c2=O (stereo unspecified)	.	-3%	i	0.8	.
CCOc1cc(C=NN2CCCCCC2)ccc1O	.	30%	i	0.6	.
O=S(=O)(NN=C1CCCCCCC1)c1ccccc1	.	8%	i	2.5	.
CCC(=NOCc1ccccc1)C(=O)NNS(=O)(=O)c1ccc(C)cc1	.	0%	i	0.8	.
Oc1ccc2ccccc2c1CNc1ccc2ccccc2c1	.	-1%	i	1.2	.
CC(C)NC(=O)N(C)C[C@H]1OCc2cnnn2CCCC(=O)N([C@@H](C)CO)C[C@H]1C	.	12%	i	0.5	.
CCOC(=O)C1CCCN(C(=O)c2cc3ccccc3cc2OC)C1 (stereo unspecified)	.	-2%	i	1.9	.
CC(O)(c1ccccc1)C(C(c1ccccc1)N1CCOCC1)N1CCOCC1 (stereo unspecified)	.	4%	i	1.1	.
Cc1cnc(C(=O)Nc2ccc(C)c(S(=O)(=O)N3CCCCCC3)c2)cn1	.	2%	i	1.1	.
CC(=O)OCCN1c2ccccc2Sc2cnccc21	.	9%	i	0.3	.
CC(C)(C)CC(C)(C)c1ccc(O)c(Cc2ccc(Cl)cc2Cl)c1	.	-2%	i	2.8	.
CC(C)C[C@@H](CO)NS(=O)(=O)c1c(F)cccc1F	.	9%	i	0.4	.
CCN(c1ccccc1)S(=O)(=O)c1ccc(OC)c(NC(=O)c2cc(Cl)ccn2)c1	.	4%	i	0.3	.
Cc1ccccc1Oc1ccc2c(c1)[C@@H]1C[C@H](N(C)C(=O)c3ccco3)[C@H]([C@H](C)O)C(=O)N1CC2	.	16%	i	0.8	.
CCc1c(O)nc(SCC(=O)Nc2ccc(Cl)cc2)n(-c2ccccc2)c1=O	.	15%	i	1.3	.
O=C(Nc1csnn1)OCc1ccccc1	.	7%	i	1.4	.

Nothing new here: entries from further up.
SMILES	WT yeast gro inh	MgcRacGAP inhibition	Myeloid diff 2	Myeloid diff 2 GFP+ MAC1+ %	West Nile virus CPE	others
CC(C)n1c(CNC(=O)c2ccccc2F)nnc1SCC(=O)NC1CCCCC1	.	2%	i	0.4	.
COc1ccc(NC(=O)c2cc(=O)[nH]c3ccccc23)cc1S(=O)(=O)N1CCOCC1	.	15%	i	0.8	.
O=[N+]([O-])c1ccc2c(c1)CCN2	.	10%	i	0.8	.
CN(C)N1C(=O)C2C3C=CC(O3)C2C1=O (stereo unspecified)	.	1%	i	1.0	.
O=S(=O)(Nc1ccc2ccccc2c1)N1CCCCC1	.	2%	i	2.0	.
C[C@@H]1CN([C@@H](C)CO)C(=O)CCCn2nncc2CO[C@@H]1CN(C)C(=O)Nc1ccc(N2CCCCC2)cc1	.	5%	i	0.2	.
Cc1cc(C(C)(C)C)cc(C)c1CCNC(=O)c1c(C)noc1C	.	7%	i	0.4	.
CC1(CCOCc2ccccc2)NC(=O)NC1=O (stereo unspecified)	.	-1%	i	0.2	.
Nc1ccn([C@@H]2O[C@H](CNCC3=CCOc4ccc(O)cc43)[C@@H](O)[C@H]2O)c(=O)n1	.	92µM*	i	0.5	.
COc1c2c(c3c(c1OC)c(=O)c1ccccc1n3C)OCO2	.	8%	?	.	.
C[C@H]1CN([C@@H](C)CO)C(=O)CCCn2cc(nn2)CO[C@@H]1CN(C)S(=O)(=O)c1cccs1	.	18%	i	1.3	.
CCC(=O)c1ccc(OCC(=O)OC(C)C(=O)Nc2c(C)n(C)n(-c3ccccc3)c2=O)cc1 (stereo unspecified)	.	9%	i	1.1	.
CCCC1NC(=O)c2cccnc2-n2c1nc1ccc(C)cc1c2=O (stereo unspecified)	.	-3%	i	0.8	.
CCOc1cc(C=NN2CCCCCC2)ccc1O	.	30%	i	0.6	.
O=S(=O)(NN=C1CCCCCCC1)c1ccccc1	.	8%	i	2.5	.
CCC(=NOCc1ccccc1)C(=O)NNS(=O)(=O)c1ccc(C)cc1	.	0%	i	0.8	.
Oc1ccc2ccccc2c1CNc1ccc2ccccc2c1	.	-1%	i	1.2	.
CC(C)NC(=O)N(C)C[C@H]1OCc2cnnn2CCCC(=O)N([C@@H](C)CO)C[C@H]1C	.	12%	i	0.5	.
CCOC(=O)C1CCCN(C(=O)c2cc3ccccc3cc2OC)C1 (stereo unspecified)	.	-2%	i	1.9	.
CC(O)(c1ccccc1)C(C(c1ccccc1)N1CCOCC1)N1CCOCC1 (stereo unspecified)	.	4%	i	1.1	.
Cc1cnc(C(=O)Nc2ccc(C)c(S(=O)(=O)N3CCCCCC3)c2)cn1	.	2%	i	1.1	.
CC(=O)OCCN1c2ccccc2Sc2cnccc21	.	9%	i	0.3	.

Other results.
SMILES	WT yeast gro inh	MgcRacGAP inhibition	Myeloid diff 2	Myeloid diff 2 GFP+ MAC1+ %	West Nile virus CPE	others
C[C@@H]1CN([C@H](C)CO)C(=O)CCCn2cc(nn2)CO[C@H]1CN(C)C(=O)Nc1ccc(C(F)(F)F)cc1	.	12%	i	0.8	.
COc1ccc2[nH]c3c(c2c1)CCN1C(=O)C(CC(=O)NCCC2=CCCCC2)C[C@H](C(=O)N2CCCCC2)[C@@]31C (stereo partly specified)	.	-5%	i	0.2	.
CC1CC(=O)Nc2ccccc2N1 (stereo unspecified)	.	-1%	i	0.5	.
Cc1c([N+](=O)[O-])cc(N2C(=O)C=CC2=O)cc1[N+](=O)[O-]	.	0%	i	0.4	.
CC1(C)NC(=O)N(CCC(=O)Nc2ccc(C(C)(C)C)cc2)C1=O	.	11%	i	0.4	.
CCOC(=O)c1ccc(N[C@@H]2CCN3C(=O)c4ccccc4[C@@H]3C[C@H]2O)cc1	.	-2%	i	0.6	.
CC(C)NC(=O)Nc1ccc2c(c1)C(=O)N([C@H](C)CO)C[C@H](C)[C@@H](CN(C)Cc1ccc(C(F)(F)F)cc1)OCCCC[C@@H](C)O2	.	-8%	i	0.9	.
CC(C)NC(=O)Nc1ccc2c(c1)C(=O)N([C@H](C)CO)C[C@H](C)[C@@H](CN(C)C(=O)NC(C)C)O2	.	8%	i	2.5	.
CC(C)(CC(=O)c1ccccc1)CC(=O)c1ccccc1	.	5%	i	0.8	.
COc1cc(Cl)c(C)cc1NC(=O)CN1CCN(C(=O)c2cccs2)CC1	.	16%	i	0.3	.
O=C(Nc1ccccc1Cl)NN1CCCCCC1	.	2%	i	0.7	.
C[C@@H]1CN([C@@H](C)CO)C(=O)CCCn2nncc2CO[C@H]1CN(C)S(=O)(=O)c1ccccc1	.	6%	i	0.4	.
CC[C@]12c3[nH]c4cc(CCC(=O)N(C)C)ccc4c3CCN1C(=O)[C@@H](CC(=O)NCc1ccco1)C[C@@H]2C(=O)N1CCN(C(=O)c2ccco2)CC1	.	0%	i	0.7	.
O=C(/C=C/c1cccc(C(F)(F)F)c1)NNC(=O)c1ccncc1	.	7%	i	0.5	.
C[C@@H]1CN([C@@H](C)CO)C(=O)CCCn2nncc2CO[C@@H]1CN(C)C(=O)Nc1ccc2c(c1)OCO2	.	19%	i	2.9	.
O=C(c1cccs1)N1C[C@H](O)[C@@H](n2cc(C3CC3)nn2)C[C@@H]1c1ccccc1	.	5%	i	1.0	.
COc1ccc(CN2C(=O)C(CC(=O)NC(c3ccccc3)c3ccccc3)CC(C(=O)N(C(C)C)C(C)C)=C2C)cc1 (stereo unspecified)	.	13%	i	0.4	.
CCC/C=C/c1ccc(CN2C(CC(C)C)C(=O)N(Cc3cn(CCOCOC)nn3)CCS2(=O)=O)cc1 (stereo unspecified)	.	4%	i	0.5	.
O=C(COC(=O)c1cccc(F)c1)Nc1cccc(S(=O)(=O)N2CCOCC2)c1	.	-38%	i	0.6	.
COc1cc(OC)cc(C(=O)N(Cc2ccco2)c2c(N)n(Cc3ccccc3)c(=O)[nH]c2=O)c1	.	3%	i	0.8	.
CN1C(=O)[C@H]2[C@@H](c3ccc(C(F)(F)F)cc3)N[C@]3(CCCN(Cc4ccco4)C3=O)[C@H]2C1=O	.	13%	i	0.7	.
CCCN(CC(=O)Nc1ccccc1OC)C(=O)c1ccc(S(=O)(=O)Nc2ccccc2OC)cc1	.	-5%	i	0.5	.
O=C(O)c1ccc(NS(=O)(=O)Cc2ccc(Cl)c(Cl)c2)cc1	.	5%	i	0.3	.
CCOc1ccccc1N1CC(C(=O)NCCC2=CCCCC2)CC1=O (stereo unspecified)	.	-2%	i	0.3	.
O=C(O)c1cc([N+](=O)[O-])cc2ccccc12	.	-1%	i	1.7	.
CC(C)NC1(C(N)=O)CCN(Cc2ccccc2)CC1	.	-9%	i	0.4	.
O=S(=O)(Nc1cccc(S(=O)(=O)N2CCCC2)c1)c1ccc(F)cc1	.	2%	i	0.5	.
c1ccc(COC2COC3C(OCc4ccccc4)COC23)cc1 (stereo unspecified)	.	1%	i	1.3	.
CC1CN(S(=O)(=O)c2cccc(C(=O)N(C)C3CCCCC3)c2)CC(C)O1 (stereo unspecified)	.	6%	i	2.3	.
COc1ccc(C(=O)N(c2ccccc2)c2nccc3ccccc23)cc1OC	.	9%	i	1.2	.
CC(=Nc1ccccc1)C1=C(O)C(Cc2ccc(O)cc2)NC1=O (stereo unspecified)	.	9%	?	.	.
COc1ccc(Cc2nc3ccc(C(=O)NCc4cccc(C)n4)cc3o2)cc1OC	.	10%	i	1.6	.
Cc1ccc(CNS(=O)(=O)c2ccc(Cl)s2)cc1	.	14%	i	0.4	.
CC(=O)Nc1ccc2c(c1)C(=Nc1cccc(C)c1)c1ccccc1-2	.	-1%	i	0.6	.
Cc1c(C(=O)O)sc(S(=O)(=O)N2CCN(C(=O)Cc3ccccc3)CC2)c1C(=O)O	.	-1%	i	0.9	.
CC(CNC(=O)CN(C)CC(=O)Nc1ccccc1Br)c1ccccc1 (stereo unspecified)	.	5%	i	1.0	.
CCNc1ncnc2[nH]ncc12	.	-2%	i	0.5	.
O=[N+]([O-])c1ccc2c([N+](=O)[O-])ccc3c2c1CC3	.	5%	i	1.4	.
Cc1ccc(C(=O)CCC(=O)OCC(=O)Nc2nnc(-c3ccccc3)o2)cc1	.	8%	i	0.5	.
CC(=O)C1=C(C)N=c2s/c(=C/c3ccc4c(c3)OCO4)c(=O)n2C1c1ccc(N(C)C)cc1 (stereo unspecified)	10	18%	+	2.7*	.	WT yeast gro inh mutant strain=-3
COc1ccc(-c2cn3c(C)c(C(=O)N4CCN(c5ccccc5)CC4)sc3n2)cc1	24	4%	i	3.5	.	WT yeast gro inh mutant strain=18
O=C(N/N=C/c1ccc(COc2ccc(Br)cc2)o1)c1ccc2c(c1)OCO2	.	3%	i	1.1	-0.2%
